# From PubChem
# Avidin fluor: green autofluorescence of compounds with avidin beads – biophysical, 488/530 nm, flow cytometry, artefact control, profiling panel. compound fluorescence 488/530 nm; stronger effect = higher value. fluorescence (KMESF) at 10 µM. hit rate 0.38% among 220,000. AID 1775, 2009; in the data active = fluorescence above about 47; note: inactives centre near 10
# Bim-Bcl-2: inhibitors of Bim-Bcl-2 binding, primary screen, biochemical, multiplexed, human Bcl-2 family; Apoptosis regulator Bcl-2 (Homo sapiens), P10415; Bead-based flow cytometry, Bim peptide-Bcl-2 binding; inhibition, % at 10 µM; hit rate 0.06% among 190,000; AID 950, 2007; in the data active = inhibition above about 40%; inconclusive = no clear call, values can overlap the other calls;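 note: 0% = no compound wells with probe peptide and 100% = reference peptide inhibitor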
# Target sequence (P10415 whole entry, looked up): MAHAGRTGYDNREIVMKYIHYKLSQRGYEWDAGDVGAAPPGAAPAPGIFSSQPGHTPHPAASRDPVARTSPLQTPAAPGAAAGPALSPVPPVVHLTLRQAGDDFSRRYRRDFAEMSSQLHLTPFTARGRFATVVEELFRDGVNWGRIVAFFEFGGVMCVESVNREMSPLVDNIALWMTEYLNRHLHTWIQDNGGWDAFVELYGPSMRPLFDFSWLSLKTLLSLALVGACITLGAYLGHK
# GSH bead fluor: compound fluorescence on glutathione beads, profiling panel, artefact control, biophysical, 488/530 nm, flow cytometry | fluorescence (KMESF) at 10 µM | hit rate 0.25% among 190,000 | GSH beads flow cytometry, compound fluorescence 488/530 nm; stronger effect = higher value | AID 1776, 2009; in the data active = fluorescence above about 89;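 note: glutathione beads carrying GST-tagged Bcl family fusion proteins plus one bare bead set; values are compound well signal with DMSO vehicle wells as background; inactives centre near 16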
# RGS7-Gao reg: RGS7-Galphao binding modulators, primary screen, biochemical, multiplexed bead flow cytometry; binding response (% of control), % at 10 µM; AID 1439, 2008; hit rate 0.35% among 220,000; actives lie on both sides; Guanine nucleotide-binding protein G(o) subunit alpha (Homo sapiens), P09471; in the data active = binding response below about 49% or above about 150%; inconclusive = no clear call, values can overlap the other calls; inactive = in between;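 note: fluorescent Galphao held in activated GDP-AlF4 state binding bead-coupled RGS7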
# RGS4-Gao reg: modulators of RGS4 binding to Galphao, primary screen, biochemical, multiplexed bead flow cytometry | Guanine nucleotide-binding protein G(o) subunit alpha (Homo sapiens), P09471 | actives lie on both sides | binding response (% of control), % at 10 µM | hit rate 0.33% among 220,000 | AID 1415, 2008; in the data active = binding response below about 49% or above about 150%; inactive = in between;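 note: fluorescent Galphao activated with aluminum fluoride binding bead-coupled RGS4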
# Bcl-W Bim block: inhibitors of Bim binding to Bcl-W, primary screen, biochemical, multiplexed, bead-based flow cytometry; Bcl-2-like protein 2 (Homo sapiens), Q92843; Bim peptide-Bcl-W binding; inhibition, % at 10 µM; hit rate 0.02% among 190,000;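 note: 0% = bound tracer without compound and 100% = peptide blocker; higher means less fluorescent Bim peptide bound to Bcl-W beads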
# ABCG2 inh: ABCG2 efflux pump inhibitors, primary screen, multiplex with ABCB1, IgMXP3 cells, flow cytometry. inhibition, % at 6.6 µM. Broad substrate specificity ATP-binding cassette transporter ABCG2 (Homo sapiens), Q9UNQ0. AID 1325, 2008. hit rate 0.1% among 190,000. JC-1 efflux;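 active = inhibition above 80%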;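 note: 0% = DMSO and 100% = nicardipine control wells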
# Target sequence (Q9UNQ0 whole entry, looked up): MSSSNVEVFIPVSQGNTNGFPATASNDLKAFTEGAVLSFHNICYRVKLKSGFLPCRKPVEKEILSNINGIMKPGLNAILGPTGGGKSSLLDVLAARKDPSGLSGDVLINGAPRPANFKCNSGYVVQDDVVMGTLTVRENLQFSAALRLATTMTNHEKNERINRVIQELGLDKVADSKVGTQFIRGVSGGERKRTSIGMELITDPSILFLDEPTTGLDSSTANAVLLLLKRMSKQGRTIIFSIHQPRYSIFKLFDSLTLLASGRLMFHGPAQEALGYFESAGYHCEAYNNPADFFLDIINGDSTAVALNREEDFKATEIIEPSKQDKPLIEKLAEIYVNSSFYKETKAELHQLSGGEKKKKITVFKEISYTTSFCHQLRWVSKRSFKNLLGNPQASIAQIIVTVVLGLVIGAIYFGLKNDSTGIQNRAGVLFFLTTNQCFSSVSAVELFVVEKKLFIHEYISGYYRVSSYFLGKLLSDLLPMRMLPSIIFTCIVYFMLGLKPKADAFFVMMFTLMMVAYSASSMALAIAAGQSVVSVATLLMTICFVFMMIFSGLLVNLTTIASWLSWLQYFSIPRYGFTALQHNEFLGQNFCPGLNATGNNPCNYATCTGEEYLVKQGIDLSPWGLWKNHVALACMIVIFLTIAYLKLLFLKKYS
#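 Test system: IgMXP3 (ABCG2) plus far-red-tagged CCRF-Adr (ABCB1) cells / Amount: 3 million cells/mL in well / Reagent: JC-1 transporter substrate / Timing: 10 min compound exposure, 25 °C / Signal: flow cytometry, 530 nm JC-1 signal / Read-out: percent efflux inhibition, scaled nicardipine 100% to DMSO 0% / Benchmarks: nicardipine as high control, DMSO as low control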
# ABCB1 inh: ABCB1 efflux pump inhibitors, primary screen, cell-based, multiplex, flow cytometry, ABCG2 counter-screen; ATP-dependent translocase ABCB1 (Homo sapiens), P08183; CCRF-Adr cells, JC-1 efflux; inhibition, % at 6.6 µM; hit rate 0.067% among 190,000; AID 1326, 2008; in the data active = inhibition above about 40%;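 note: 0% = vehicle and 100% = reference inhibitor; higher value means more JC-1 retained so stronger ABCB1 efflux block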
# Bcl-XL Bim block: inhibitors of Bim-Bcl-XL binding, primary screen, biochemical, multiplexed, bead flow cytometry, human Bcl-XL; AID 1007, 2008; inhibition, % at 10 µM; hit rate 0.04% among 190,000; Bim peptide-Bcl-XL binding, fluorescence; Bcl-2-like protein 1 (Homo sapiens), Q07817
# Bim-Bcl-B: inhibitors of Bim-Bcl-B binding, primary screen, biochemical, multiplexed, human Bcl-2 family | bead-based flow cytometry, Bim peptide-Bcl-B binding | inhibition, % at 10 µM | hit rate 0.073% among 190,000;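 note: 0% = tracer peptide without compound and 100% = reference inhibitor peptide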
# Target sequence (Q9HD36 whole entry, looked up): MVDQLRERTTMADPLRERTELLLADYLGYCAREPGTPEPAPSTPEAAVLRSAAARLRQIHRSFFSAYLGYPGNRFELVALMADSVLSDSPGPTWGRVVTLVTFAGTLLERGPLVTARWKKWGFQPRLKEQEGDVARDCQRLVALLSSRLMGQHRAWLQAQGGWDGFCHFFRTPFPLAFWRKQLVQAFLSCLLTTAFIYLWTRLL
# Bfl-1 Bim block: inhibitors of Bim binding to Bfl-1, primary screen, biochemical, multiplexed, bead-based flow cytometry | Bcl-2-related protein A1 (Homo sapiens), Q16548 | Bim-Bfl-1 binding inhibition | inhibition, % at 10 µM | hit rate 0.12% among 190,000 | AID 1008, 2008;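 note: 0% = wells without compound plus tracer and 100% = blocker peptide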
# Numbers without * were called inactive; ? = inconclusive; [ ] = dose if it differs, or a comment. Cut-off read from the data, not from the text of the source, unless noted: active = inhibition above about 40%.
Molecule	Avidin fluor	Bim-Bcl-2	GSH bead fluor	RGS7-Gao reg	RGS4-Gao reg	Bcl-W Bim block	ABCG2 inh	ABCB1 inh	Bcl-XL Bim block	Bim-Bcl-B	Bfl-1 Bim block
CCOC(=O)Cc1n[nH]c(=O)c2ccccc12	10	-2.0	9	103.1	104.5	0.0	2.8	-0.5	-1.0	0.0	-4.0
CCOC(=O)C1=C(CSc2nnnn2C)N(C)C(=O)NC1c1ccccc1 (stereo not given)	9	-5.0	11	106.4	106.9	-4.0	3.4	0.2	-4.0	-6.0	-12.0
CCOC(=O)CN1C(=O)C(Sc2n[nH]c(-c3ccc(C)cc3)n2)CCc2ccccc21 (stereo not given)	17	0.0	7	98.4	98.8	-1.0	7.4	1.5	-1.0	-1.0	-2.0
Cc1ccc(NC2c3ncccc3C(=O)N2C2CCCCC2)cc1C (stereo not given)	22	-4.0	13	103.5	105.3	0.0	2.4	1.4	-3.0	-5.0	0.0
COC(=O)c1c(NC(=S)NN2CCN(C)CC2)sc2c1CCC(C)C2 (stereo not given)	9	-2.0	17	95.1	93.7	-2.0	2.1	0.3	-5.0	-9.0	-1.0
O=c1c2ccccc2nc(/C=C/c2ccc3c(c2)OCO3)n1CCCO	107*	-2.0	12	167.6*[activator]	109.0	1.0	0.3	0.1	-3.0	-1.0	-5.0
CC(=O)NC(=S)Nc1ccccc1C(=O)NC1CCCCC1	14	-6.0	10	98.3	95.2	-6.0	1.0	-0.1	-8.0	-10.0	-10.0
O=C(NC1CCCc2ccccc21)C1CCN(C(=O)c2sccc2-n2cccc2)CC1 (stereo not given)	4	2.0	23	96.9	97.8	0.0	1.7	1.4	1.0	0.0	-1.0
CCc1nc(C)cn1S(=O)(=O)c1cc(C)c(OC)cc1C	6	-8.0	23	99.0	97.0	0.0	0.4	0.4	-2.0	-7.0	-8.0
CC(C)CN(CCNC(=O)CC1Oc2ccccc2NC1=O)CC(C)C (stereo not given)	7	-6.0	27	99.3	103.4	1.0	-0.2	0.2	-3.0	-9.0	-7.0
CC(OC(=O)CCCCCN=C1NS(=O)(=O)c2ccccc21)C(=O)Nc1cc(Cl)cc(Cl)c1 (stereo not given)	3	-1.0	6	103.7	101.3	-1.0	0.7	-0.4	-4.0	-3.0	-2.0
COc1ccc(OCCc2nnc(N)s2)cc1	18	-6.0	38	104.5	106.4	-2.0	25.8	0.8	-6.0	-12.0	-17.0
CCc1c(C)sc(NC(=O)OC)c1C(=O)N1CCCCC1	11	-8.0	33	98.2	98.1	0.0	-1.4	-0.3	-5.0	-9.0	-13.0
CCOC(=O)Cc1nnc(NC(=O)C(CC)Sc2nc(C)cc(C)n2)s1 (stereo not given)	5	-1.0	21	102.0	103.6	0.0	0.4	0.2	-2.0	0.0	-2.0
Cc1cc(Cl)cc(Br)c1OCCCNCC(C)O (stereo not given)	11	1.0	17	?	101.8	-1.0	4.0	0.0	-1.0	2.0	3.0
COc1ccccc1N1CCN(/N=C/c2cc([N+](=O)[O-])ccc2Cl)CC1	18	-4.0	11	100.1	98.7	-3.0	1.4	0.3	-5.0	-5.0	0.0
Cc1ccc(-c2csc(N/N=C/C=C/c3ccccc3)n2)cc1	15	-3.0	16	101.8	96.2	-2.0	0.0	0.0	-4.0	0.0	0.0
CCCOc1ccc(N2C(=O)CC(NCc3ccc(S(N)(=O)=O)cc3)C2=O)cc1 (stereo not given)	13	-1.0	11	102.1	103.7	-3.0	1.1	0.6	-2.0	0.0	-4.0
O=C(COC(=O)C1=COCCO1)Nc1cc(S(=O)(=O)N2CCCCC2)ccc1Cl	12	-1.0	13	?	100.1	3.0	2.3	0.4	0.0	-6.0	-8.0
COc1ccc(-n2nc(C(=O)NCC(=O)N3CCN(Cc4ccc5c(c4)OCO5)CC3)c3ccccc3c2=O)cc1OC	11	-4.0	16	?	99.0	0.0	14.9	20.1	-4.0	-4.0	-5.0
Cc1ccc(S(=O)(=O)NCC(=O)N(CC(=O)NCC2CCCO2)Cc2ccco2)cc1 (stereo not given)	23	0.0	12	100.6	95.7	0.0	2.9	1.2	-1.0	-1.0	-5.0
CC(C)NC(=O)C1CC=CCC1C(=O)O (stereo not given)	11	-4.0	13	100.8	100.1	-1.0	-2.3	-0.1	-5.0	-6.0	-13.0
Cc1cc(N2C(=O)C3CC=CCC3C2=O)no1 (stereo not given)	21	-3.0	12	94.7	98.8	-2.0	0.2	1.0	-1.0	-4.0	-2.0
COc1ccc(CN(C(=O)c2ccc(-c3ccccc3)[nH]2)C(C(=O)NCC2CCCO2)c2ccc(C)o2)cc1 (stereo not given)	6	-9.0	12	95.6	98.0	-3.0	22.9	7.2	-6.0	-7.0	-8.0

# In the list so far, these contain two or more sulfur atoms.
Molecule	Avidin fluor	Bim-Bcl-2	GSH bead fluor	RGS7-Gao reg	RGS4-Gao reg	Bcl-W Bim block	ABCG2 inh	ABCB1 inh	Bcl-XL Bim block	Bim-Bcl-B	Bfl-1 Bim block
COC(=O)c1c(NC(=S)NN2CCN(C)CC2)sc2c1CCC(C)C2 (stereo not given)	9	-2.0	17	95.1	93.7	-2.0	2.1	0.3	-5.0	-9.0	-1.0
CCOC(=O)Cc1nnc(NC(=O)C(CC)Sc2nc(C)cc(C)n2)s1 (stereo not given)	5	-1.0	21	102.0	103.6	0.0	0.4	0.2	-2.0	0.0	-2.0

# (list continues)
Molecule	Avidin fluor	Bim-Bcl-2	GSH bead fluor	RGS7-Gao reg	RGS4-Gao reg	Bcl-W Bim block	ABCG2 inh	ABCB1 inh	Bcl-XL Bim block	Bim-Bcl-B	Bfl-1 Bim block
C=CCc1cccc([C@@H]2[C@@H](C)CC[C@H]3C(=O)N4[C@@H](c5cc(OC)c(OC)c(OC)c5)c5[nH]c6ccccc6c5C[C@H]4C(=O)N23)c1	8	0.0	18	97.3	94.3	0.0	0.0	1.2	2.0	-4.0	3.0
CC1C(O)=C(c2nc3ccccc3[nH]2)C(=N)N1c1ccccc1 (stereo not given)	35	-3.0	20	99.7	97.4	-2.0	3.1	0.6	-5.0	0.0	-3.0
Cc1[nH]nc(-c2ccc(OCc3cnn(-c4ccccc4)c3)cc2O)c1Oc1ccc(F)cc1	12	-3.0	21	113.2	112.6	0.0	-0.6	-0.3	-5.0	-4.0	1.0
COC(=O)c1[nH]c2cc(OC)ccc2c1NC(=O)CN1CCC(C(N)=O)(N2CCCCC2)CC1	28	-9.0	22	97.2	99.0	-1.0	34.8	-0.2	-8.0	-7.0	-23.0
O=C(Oc1cc(=O)n2ccccc2n1)c1ccccc1	14	0.0	3	106.4	95.1	-2.0	1.1	0.2	-1.0	-2.0	0.0
Cc1ccc(CCc2nnc(SCC(=O)Nc3ccccc3Cl)n2-c2ccccc2)o1	5	-5.0	12	94.0	91.6	-4.0	9.6	2.0	-8.0	-6.0	-4.0
O=C1OCc2ccc(NC(=O)C3CCCCC3)cc21	21	0.0	14	107.9	106.4	-1.0	6.8	0.6	1.0	-1.0	0.0
CC1=CC(C)[C@H](/C=N/n2c(=O)[nH]c3c([nH]c4ccc(Br)cc43)c2=O)C(C)C1 (stereo not given in full)	8	1.0	12	91.0	99.6	0.0	4.4	0.5	0.0	1.0	1.0
COc1ccc(NC(=O)CCc2ccccc2)cc1NC(=O)c1ccco1	20	-11.0	25	102.0	100.4	-2.0	23.7	0.5	-10.0	-12.0	-21.0
Cn1ncc(C#N)c1NC(=O)C1CC(c2ccc(Cl)cc2)=NO1 (stereo not given)	12	-2.0	13	106.9	104.5	2.0	0.7	0.1	-6.0	-1.0	-12.0
C/C(=N\Nc1cc(Cl)nc(C)n1)c1ccc(Cl)c(Cl)c1	32	-4.0	14	86.8	84.2	-2.0	3.6	0.1	-2.0	-2.0	0.0
COCCn1cnc2c1c(=O)n(CC(=O)OCC(=O)NCC(F)(F)F)c(=O)n2Cc1ccccc1	21	-8.0	14	96.9	97.8	-5.0	11.7	1.1	-7.0	-9.0	-13.0
CC(C)(C)C1CCC(OCC(O)CN2CCN(Cc3ccccc3)CC2)CC1 (stereo not given)	10	-5.0	11	100.7	103.1	-14.0	3.7	1.0	-7.0	-6.0	-3.0
CCCC(=O)N(Cc1cc2cc(C)ccc2[nH]c1=O)c1ccccc1OC	10	-13.0	27	92.8	95.9	-8.0	20.6	2.7	-11.0	-12.0	-6.0
CC1Cc2nc(SCC(=O)Nc3ccc(F)cc3F)n(C)c(=O)c2S1 (stereo not given)	20	-7.0	12	120.3	120.0	-8.0	1.2	0.1	-6.0	-4.0	-1.0
COc1ccc(-n2cc(CNC3CCOCC3)c(-c3cccc(F)c3)n2)cc1	15	-4.0	12	113.8	105.0	-3.0	6.2	1.4	-2.0	-5.0	-3.0
N#CCCn1c(=O)n(CCC#N)c2ccccc21	11	-1.0	16	103.1	100.4	-4.0	2.0	0.1	-4.0	-3.0	-6.0
NC(=O)C1(N2CCCCC2)CCN(C2CC(=O)N(CCc3ccccc3)C2=O)CC1 (stereo not given)	29	-3.0	15	100.1	106.3	0.0	0.5	0.3	-1.0	4.0	-2.0
CN(C)c1cc(N)c2ccccc2n1 (tested in a mixture with another compound)	5	-3.0	23	94.1	94.1	2.0	1.0	0.2	1.0	-2.0	-5.0
COc1ccc(OC)c(S(=O)(=O)N2CCN(C)CC2)c1	22	-5.0	28	97.8	98.4	-2.0	1.9	0.8	-2.0	-6.0	-8.0
Cc1nnc(SCCn2c(N3CCCCCC3)nc3c2c(=O)[nH]c(=O)n3C)s1	35	-7.0	19	101.7	101.7	-3.0	40.5	2.0	-4.0	-7.0	-14.0
CCCCNC(=O)CCn1c(=O)c2ccccc2n(CC(=O)Nc2ccccc2OCC)c1=O	11	-5.0	12	104.7	99.4	0.0	3.6	0.6	-6.0	-5.0	-14.0
O=c1oc2ccccc2cc1-c1cn2cccnc2n1	25	-6.0	23	99.4	100.3	3.0	7.9	0.6	5.0	-5.0	-11.0
CCC1=NN(C(=O)C(=O)Nc2ccc(OC)cc2)C(O)(C(F)(F)F)C1 (stereo not given)	13	-2.0	21	102.0	102.6	0.0	3.1	0.7	0.0	0.0	-1.0
CCn1c(CNc2ccc(Cl)cc2)nnc1SCC(=O)OC1CCCCC1	7	3.0	17	93.6	96.6	-1.0	-1.4	0.9	-1.0	-2.0	1.0
